KCNQ1 inh = inhibitors of human KCNQ1 channel, primary screen, cell-based, thallium flux, high-throughput; CHO-K1 KCNQ1, FluxOR thallium flux fluorescence; stronger effect = higher value; B-score at 10 µM; hit rate 1.3% among 310,000; AID 2642, 2010;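 active = compounds whose thallium flux B-score, printed positive for inhibition, exceeds three library SD while starting fluorescence stays within three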;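 note: channel opened by potassium depolarization with thallium stimulus after 20 min compound exposure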
KCNK3 inh = human KCNK3 channel inhibitors, primary screen, CHO cells, FluxOR thallium flux, B-score; B-score at 10 µM; hit rate 0.84% among 340,000; FluxOR fluorescence; stronger effect = lower value;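 active = B-score under library mean minus 4 SD, starting fluorescence ratio at most library mean plus 5 SD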;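 note: more negative B-score means stronger inhibition of thallium flux through KCNK3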
Target sequence (O14649 whole entry, looked up): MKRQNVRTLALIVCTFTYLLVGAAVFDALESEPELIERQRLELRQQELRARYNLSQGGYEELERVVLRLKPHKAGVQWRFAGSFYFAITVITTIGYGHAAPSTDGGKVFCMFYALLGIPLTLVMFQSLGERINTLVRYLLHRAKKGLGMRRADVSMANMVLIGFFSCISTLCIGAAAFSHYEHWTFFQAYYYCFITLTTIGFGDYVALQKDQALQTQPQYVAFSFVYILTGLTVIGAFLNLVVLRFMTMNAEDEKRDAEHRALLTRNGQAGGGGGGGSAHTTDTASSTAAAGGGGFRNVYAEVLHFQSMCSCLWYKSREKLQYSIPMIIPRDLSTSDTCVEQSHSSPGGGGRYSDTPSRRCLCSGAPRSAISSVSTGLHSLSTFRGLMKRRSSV
KCNK9 inh = KCNK9 potassium channel inhibitors, primary screen, HEK293 cells, thallium flux. FluxOR thallium flux fluorescence; stronger effect = lower value. B-score at 10 µM. hit rate 1.2% among 310,000. AID 488922, 2010;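 active = ratio B-score over 3 SD below the library mean, with starting fluorescence within 5 SD of its mean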;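 note: negative B-score means less thallium flux so channel inhibition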
TRPC4 PAM = positive allosteric modulators of TRPC4, primary screen, cell-based, mouse TRPC4beta, HEK293 mu-opioid, Fluo-4 calcium; Short transient receptor potential channel 4 (Mus musculus), Q9QUQ5; DAMGO EC20, Fluo-4 Ca2+ flux; stronger effect = higher value; B-score at 10 µM; hit rate 0.42% among 310,000; AID 2227, 2009;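 active = B-score of calcium response area above 5 SD of library B-scores, with initial fluorescence ratio within 5 SD of library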;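 note: B-score of integrated fluorescence ratio over time as area under calcium response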
HDAC3 inh = HDAC3 deacetylase inhibitors, primary screen, biochemical, fluorescence, cell-free homogeneous | inhibition, % at 8.3 µM | AID 2718, 2010 | recombinant HDAC3, fluorogenic peptide/trypsin coupled | Histone deacetylase 3 (Homo sapiens), O15379 | hit rate 0.15% among 320,000; in the data active = inhibition above about 26%, passing the limit was not always enough
Target sequence (O15379 whole entry, looked up): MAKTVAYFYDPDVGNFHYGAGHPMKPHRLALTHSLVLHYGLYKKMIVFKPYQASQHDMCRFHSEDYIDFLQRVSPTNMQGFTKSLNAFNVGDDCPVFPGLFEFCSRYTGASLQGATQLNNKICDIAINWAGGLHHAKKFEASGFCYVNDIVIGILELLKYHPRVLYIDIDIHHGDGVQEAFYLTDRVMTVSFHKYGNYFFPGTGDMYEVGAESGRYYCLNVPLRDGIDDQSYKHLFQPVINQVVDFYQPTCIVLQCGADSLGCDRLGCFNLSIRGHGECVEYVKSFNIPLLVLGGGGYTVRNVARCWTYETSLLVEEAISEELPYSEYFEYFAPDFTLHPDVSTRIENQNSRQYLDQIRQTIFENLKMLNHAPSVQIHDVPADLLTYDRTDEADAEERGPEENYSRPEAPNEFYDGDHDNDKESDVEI
TMEM16A act = TMEM16A chloride channel activators or potentiators, primary screen, cell-based, HTS. hit rate 0.3% among 340,000. B-score at 10 µM. Anoctamin-1 (Mus musculus), Q8BHY3. HEK293 TMEM16A/YFP-H148Q/I152L, iodide quench fluorescence; stronger effect = lower value;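 active = fluorescence-ratio B-score plate-corrected deviation score at least 3 library SD below zero, with starting fluorescence score within 5 deviations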;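 note: channel opened by trigger with iodide after compound preincubation; score built on the fluorescence ratio of max minus min over baseline; more negative score means more quench and so TMEM16A activation or potentiation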
ANO1 block = TMEM16A chloride channel inhibitors, primary screen, cell-based, HTS. HEK293 TMEM16A/YFP iodide influx fluorescence, ionomycin. normalized B-score (activity score, 25-100; higher = stronger inhibition) at 10 µM. Anoctamin-1 (Mus musculus), Q8BHY3. hit rate 1.2% among 310,000;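 active = ratio plate-corrected score three or more library SD toward inhibition, starting fluorescence score within five deviations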;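 note: score derived from kinetic fluorescence span divided by baseline fluorescence per well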
TRPC4 act = activators of mouse TRPC4 channel, primary screen, Fluo4 calcium, HEK293 TRPC4beta/mu-opioid cells; Short transient receptor potential channel 4 (Mus musculus), Q9QUQ5; B-score at 10 µM; AID 2237, 2010; Fluo4 calcium fluorescence; stronger effect = higher value; hit rate 0.49% among 310,000;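 active = B-score above 5 SD of library B-scores, and initial fluorescence ratio not above library mean plus 5 SD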;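 note: positive B-score marks a calcium rise read as TRPC4 activation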
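Assay system: HEK293 stable line with TRPC4beta plus mu-opioid receptor. Times: dye 45 min RT, read 110 s. Measured by: kinetic Fluo4 calcium fluorescence. Measure: B score of integrated ratio. Controls: assay buffer as low control, maximal DAMGO as high control.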
KCNQ1 act = potentiators or activators of KCNQ1 channel, primary screen, cell-based, thallium flux, high-throughput; hit rate 0.35% among 310,000; B-score at 10 µM; CHO-K1 KCNQ1, thallium flux FluxOR fluorescence; stronger effect = higher value;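 active = fluorescence ratio B-score, a plate-corrected score, at least three library SD, with initial intensity B-score within 5 SD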
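Assay system: CHO-K1 cells stably expressing KCNQ1. Medium: assay buffer for compound exposure, DMSO matched across wells. Timing: 37 °C overnight plating, 90-min dark dye load, 20-min compound pretreatment. Signal: kinetic FluxOR fluorescence, 10 s baseline plus 110 s post-stimulus.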
Dyrk1A ADPGlo = rat Dyrk1A kinase inhibitors, primary screen, biochemical, single point, plate reader; Dual specificity tyrosine-phosphorylation-regulated kinase 1A (Rattus norvegicus), Q63470; ADP-Glo luminescence, NFATc1 peptide; inhibition, % at 12.5 µM; hit rate 0.43% among 310,000; in the data active = inhibition above about 50%;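 note: plate controls were vehicle with enzyme for no effect and no enzyme for full effect; many of its hits are not listed in these tables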
hERG rescue = hERG rescue from dofetilide block, primary screen, cell-based, CHO-hERG, FluxOR thallium flux, dofetilide IC70; activation (rescue from dofetilide block), less the hit threshold, % at 10 µM; hit rate 0.51% among 310,000; AID 1511, 2009; Voltage-gated inwardly rectifying potassium channel KCNH2 (Homo sapiens), Q12809; dofetilide IC70 present;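 active = activation above the mean of controls blocked by dofetilide plus 5 SD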;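 note: thallium influx through hERG after potassium depolarization seen as dye fluorescence rise; in these data hits start at about 4.7%; inactives centre near -7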
Starred values were filed as active, the others as inactive; i = inactive; x = no result given. This is a subset. The share of hits here may be higher or lower than overall.

SMILES | KCNQ1 inh | KCNK3 inh | KCNK9 inh | TRPC4 PAM | HDAC3 inh | TMEM16A act | ANO1 block | TRPC4 act | KCNQ1 act | Dyrk1A ADPGlo | hERG rescue
Cc1c(CCC(=O)NCCCn2ccnc2)c(=O)oc2c(C)c3occ(C(C)(C)C)c3cc12 | i | i | i | i | -3.7 | i | i | i | i | 1.9 | -19.9
O=C(CCn1c(=S)[nH]c2ccccc2c1=O)Nc1ccc(F)cc1 | i | i | i | i | 5.0 | i | i | i | i | -6.6 | -7.4
O=C(C1CC1)N1CCc2cc(S(=O)(=O)NCC3COc4ccccc4O3)ccc21 (configuration not stated) | i | i | i | i | -0.3 | i | i | i | i | -5.5 | -5.8
O=C1COc2ccc(C(=O)COc3ccc([N+](=O)[O-])cc3)cc2N1 | i | i | i | i | -2.2 | i | i | i | i | -5.6 | -6.0
CC(C)c1ccc(NC2CCCN(C(=O)CSc3nncn3C)C2)cc1 (configuration not stated) | i | i | i | i | 0.0 | i | i | i | i | -7.3 | -2.6
O=C1CC(N2CCN(c3cccc(C(F)(F)F)c3)CC2)C(=O)N1c1ccccc1 (configuration not stated) | i | i | i | i | 2.1 | i | i | i | i | -12.6 | -3.1
Cc1cc(C)n2nc(CNS(=O)(=O)c3ccc(F)cc3)nc2n1 | i | i | i | i | 0.0 | i | i | i | i | -0.3 | -3.6
Cc1ccc(Cl)cc1NC(=O)COc1ccccc1 | i | i | i | i | -6.4 | i | i | i | i | -0.9 | -9.1
CC(C)/C=N/NC(=O)c1cccc(N2CCCC2=O)c1 | i | i | i | i | -1.4 | i | i | i | i | -4.8 | -3.1
CN(C)c1ccc(NC(=O)Cn2c(=O)n(Cc3ccccc3)c(=O)c3ccccc32)cc1 | i | i | i | i | 0.1 | i | i | i | i | 2.7 | -5.9
Cn1c(COc2ccccc2)nnc1SCCSc1nnc(COc2ccccc2)n1C | i | i | i | i | -1.3 | i | i | i | i | x | -4.9
COc1cc(/C=N/N(c2ccccc2)c2ccccc2)ccc1O | 11* | i | i | i | -8.9 | i | i | i | i | -1.7 | -2.3
CC(C)Cn1c(N)c(C=O)c(=O)n(C)c1=O | i | i | i | i | -4.7 | i | i | i | i | -5.5 | -13.6
O=C1c2cccc3cc([N+](=O)[O-])cc(c23)C(=O)N1CC1CCCO1 (configuration not stated) | i | i | i | i | 7.6 | i | i | i | i | 4.6 | -17.5
O=C1CN(C(=O)c2ccco2)C(c2ccccc2)c2cc(Cl)ccc2N1 (configuration not stated) | i | i | i | i | 7.3 | i | i | i | i | -2.6 | -13.5
CCc1c(C)nc(SCC(=O)NC2CCCC2)[nH]c1=O | i | i | i | i | -5.1 | i | i | i | i | 0.2 | -3.0
CCn1c(=O)c(C(=O)NNC(=O)c2ccccc2F)c(O)c2ccccc21 | i | i | i | i | -2.0 | i | 25* | 114* | i | 3.3 | -9.3
Cn1c2c(c(=O)n(C)c1=O)C(c1ccc(F)cc1)C(C#N)=C(N)O2 (configuration not stated) | i | i | i | i | 0.8 | i | i | i | i | -6.4 | -10.1
CCOC(=O)COc1ccc2c3c(c(=O)oc2c1C)CCC3 | i | i | i | i | -10.1 | i | i | i | i | 4.7 | -5.2
COc1ccc(-c2nc(NC(=O)C3CCN(c4nc5ccccc5o4)CC3)sc2C)cc1 | i | i | i | i | -1.2 | i | i | i | i | -3.4 | -9.8
COc1ccc(CNC(=O)CCn2c(=O)[nH]c3ccccc3c2=O)cc1 | i | i | i | i | -1.0 | i | i | i | i | x | -3.5
Cc1cc(C)nc(/N=C2\NC(=O)CC(C(=O)O)N2c2ccc(F)c(Cl)c2)n1 (configuration not stated) | i | x | i | i | 2.6 | x | i | i | i | x | -5.8
Cc1nn(CC(=O)NCC2CCCO2)c(C)c1[N+](=O)[O-] (configuration not stated) | i | i | i | i | 0.1 | i | i | i | i | 0.6 | -7.6
CC1(C)Cc2c(sc3nc(-c4cc5ccccc5o4)n(N)c(=O)c23)CO1 | i | i | i | i | 5.6 | i | i | i | i | 5.8 | -10.9
O=C(NCCCN1CCOCC1)c1sc2ccccc2c1Cl | i | i | i | i | 3.4 | i | i | i | i | 4.4 | -2.4
O=C(Nc1nccs1)c1ccc(Cl)c(S(=O)(=O)N2CCOCC2)c1 | i | i | i | i | -1.8 | i | i | i | i | 3.7 | -7.4
O=C(O)c1cn(-c2ccccc2)c(=O)c2ccccc12 | i | i | i | i | 10.3 | i | i | i | i | 6.6 | -9.9
NS(=O)(=O)c1cccc(NS(=O)(=O)c2ccc(/C=C/C(=O)OCC(=O)c3ccc(Br)cc3)cc2)c1 | i | i | i | i | -1.0 | i | i | i | i | x | -19.7
Cc1cc(C)nc(NS(=O)(=O)c2ccc(CC(C)C)cc2)c1 | i | i | i | i | -17.9 | i | i | i | i | -1.8 | -11.6
CNC(=O)NNC(=O)c1onc(-c2c(Cl)cccc2Cl)c1C(=O)OC | i | i | i | i | 3.0 | i | i | i | i | 4.9 | -2.2
COc1cc2[nH]c(C(=O)N3CCc4ccccc43)cc2c(OC)c1OC | i | i | i | i | 15.2 | i | i | i | i | 6.5 | -8.8
Cc1cccc(-c2oc3ccc(-c4ccc5c(c4)OCO5)cc3c2/C=C/c2ccc(N)cc2)c1 | i | i | i | i | 1.7 | i | i | i | i | 7.3 | -6.2
Cc1[nH]n2c(=O)cc(Cc3ccccc3)nc2c1C#N | i | i | i | i | -5.4 | x | i | i | i | -1.3 | -8.2
COc1cc(C)c(COc2ncnc3ccccc23)cc1OC | i | i | i | i | 0.1 | i | i | i | i | -2.9 | -6.7
COc1cccc(CN=CC2=C(O)CC(C)(C)CC2=O)c1OC | i | i | i | i | 1.9 | i | i | i | i | 0.9 | -1.0
COc1ccccc1N(Cc1ccccc1)S(=O)(=O)c1cccc(C(=O)O)c1 | i | i | i | i | -2.9 | i | i | i | i | -6.0 | -4.5
COc1ccc(NC(=S)NCc2cccnc2)cc1OC | i | i | i | i | -0.3 | i | i | i | i | 4.9 | -5.0
CC(C)OC(=O)CSc1nnc2n1C(C)(C)Cc1ccccc1-2 | i | i | i | i | 5.5 | i | i | i | i | 8.2 | -4.6
CCCc1nnc(NC(=O)C2CCN(C(=O)C3CC(=O)N(c4ccc(C)cc4)C3)CC2)s1 (configuration not stated) | i | i | i | i | 8.6 | i | i | i | i | 2.3 | -6.4
CSc1nc2sc3c(c2c(=O)n1CC(C)C)CC(C)(C)OC3 | i | i | i | i | 3.4 | i | i | i | i | x | -3.1
O=C(Nc1cccc(C(F)(F)F)c1)c1cnc2n(c1=O)CCS2 | i | i | i | i | -2.3 | i | i | i | i | 1.6 | -6.6
CCn1c(Cc2ccccc2)nnc1SCC(=O)Nc1ccc(N2CCOCC2)c(Cl)c1 | i | i | i | i | 1.5 | i | i | i | i | -7.9 | -5.4
CCOC(=O)c1nn(-c2ccc(C)cc2)c(=O)cc1OCC(=O)Nc1ccc(OC)cc1 | i | i | i | i | x | i | i | i | i | -5.4 | -2.0
O=C(O)COc1ccccc1/C=N/NC(=O)CSc1nc2ccccc2c(=O)n1-c1ccc(Cl)cc1 | i | i | i | i | -15.8 | i | i | i | i | -8.6 | -13.6
CSCCCNC(=S)Nc1ccc(N2CCOCC2)cc1 | i | i | i | i | -9.6 | i | i | i | i | 0.6 | -8.9
COC(=O)c1ccc(NC(=O)COc2ccc(S(=O)(=O)N3CCCCC3)cc2)cc1 | i | i | i | i | x | i | i | i | i | 2.1 | -6.1
Cc1ccc(NS(=O)(=O)c2cc3c4c(c2)CC(=O)N4CCC3)cc1C | i | i | i | i | 2.4 | i | i | i | i | -2.0 | -9.3
COc1cc(C2C(C(=O)c3cccs3)=C(O)C(=O)N2CCN2CCOCC2)cc(OC)c1OC (configuration not stated) | i | i | i | i | -2.1 | i | i | i | i | -0.4 | -8.1
CCCOc1ccc(N2C(=O)CC(N(CCc3ccc(OC)cc3)C(=O)c3cccc(F)c3)C2=O)cc1 (configuration not stated) | i | i | i | i | 3.3 | i | i | i | i | 5.2 | 1.0
Cc1cc(C(=O)NNC(=S)NC2CCCCC2)cs1 | i | i | i | i | 0.6 | i | i | i | i | -9.4 | -11.5
Cn1c(-c2ccccc2)cnc1NCc1cccc([N+](=O)[O-])c1 | i | i | i | i | 4.8 | i | i | i | i | -2.0 | -4.8
CCOC(=O)N1CCC(N2Cc3cccc(C(=O)NCc4ccccc4OC)c3C2=O)CC1 | i | i | i | i | -2.3 | i | i | i | i | 0.1 | -9.7
COc1cc2c(cc1OC)CN(CCC(C)c1ccc(Cl)cc1)CC2 (configuration not stated) | i | i | i | i | -1.6 | i | i | i | i | 3.9 | -13.6
Cn1ncc([N+](=O)[O-])c1C(=O)Nc1ccc(Cl)cc1 | i | i | i | i | -5.4 | i | i | i | i | 6.8 | -2.7
CC(=O)Nc1nc(C)c(C(C)(C)C)s1 | i | i | i | i | x | i | i | i | i | 2.0 | -14.2
O=C(NNC(=O)c1ccccc1O)c1ccc(Cl)cc1 | i | i | i | i | 2.7 | i | i | i | i | -0.6 | -13.8
Cc1cc(=O)n(-c2ccc(O)cc2)[nH]1 | i | i | i | i | -11.7 | i | i | i | i | 10.4 | -4.2
Cc1nc2nc(C)c(CCC(=O)NCCC3=CCCCC3)c(C)n2n1 | i | i | i | i | 7.8 | i | i | i | i | 5.6 | -0.9
COc1ccc(C2Nc3ccccc3C(=O)N2Cc2ccccc2)cc1COc1ccccn1 (configuration not stated) | i | i | i | i | -31.2 | i | i | i | i | x | 0.6

Screening results deposited in PubChem BioAssay by several laboratories.
